EPAC1 agonist – EPAC1 (human) agonism; O95398; EPAC1 agonist qHTS, biochemical assay; response scale: 100% = response to 6.5 mM cAMP; Potency, µM (top dose mostly 154 µM), without a hit: at the top dose activation, most hits filed as activators; hit rate 0.073% among 360,000; AID 720707; also: potency is read from the fitted curve at half-maximal effect; nearly all actives have a fitted effect of over 60% in size
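Compounds were pinned as a concentration titration into mixtures of EPAC1 (100 nM), BODIPY-GDP-loaded Rap1B (250 nM) and GDP (50 uM). After 5 min at room temperature, fluorescence was followed for 30 min; activity was scaled to 6.5 mM cAMP.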
PLK1 PBD block – PLK1 (human) polo-box domain binding inhibition; Plk1 PBD binding of FITC phosphopeptide, fluorescence polarization; Potency, µM, without a hit: max response, negative = inhibition, usual class: inhibitors; AID 720504; hit rate 2.8% among 360,000; P53350; also: potency is read from the fitted curve at half-maximal effect; series mostly up to about 57 µM; % is scaled to controls: 0 for no effect and ±100 for the full control effect; nearly all actives have a fitted effect of over 65% in size
WRN helicase inh – blocks human WRN helicase; AID 651768; Potency, µM (series often up to 114 µM), without a hit: top-dose activity change, negative = inhibition, hits mostly inhibitors; WRN helicase unwinding, fluorescent forked duplex, kinetic; hit rate 0.46% among 360,000; also: potency is read from the fitted curve at half-maximal effect; % is scaled to controls: 0 for no effect and ±100 for the full control effect; nearly all actives have a fitted effect of over 55% in size
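Kinetic red-fluorescence monitoring (525/598 nm) tracks WRN helicase activity after 100 nM fluorophore-quencher forked duplex and 2 mM ATP are added to 20 nM enzyme pretreated 15 min at room temperature with compound.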
Mm-Cpn inhibitor – inhibitors of Methanococcus maripaludis chaperonin (MmCpn); purified Mm-Cpn ATPase, ADP Transcreener TR-FRET; Potency, µM (top dose mostly 76.9 µM), inactives show at the highest dose activity, negative = inhibition, most hits filed as inhibitors; hit rate 0.031% among 330,000; also: potency is read from the fitted curve at half-maximal effect; % is scaled to controls: 0 for no effect and ±100 for the full control effect; nearly all actives have a fitted effect of over 80% in size
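Purified archaeal chaperonin (25 nM final) was preincubated with compound for 10 min at 37°C, then ATP (10 uM final) was added for 30 min at 37°C in Tris pH 7.4/KCl/MgCl2/DTT buffer. ADP was quantified by HTRF Transcreener TR-FRET.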
CCT chaperon mod – cytosolic chaperonin activity modulation. purified chaperonin ATPase assay, HTRF ADP detection, 30 min. activity change, % (concentration not given with the values), hits read low. hit rate 0.3% among 360,000. AID 651819; in the data active = activity change below about -30%; also: % is scaled to controls: 0 for no effect and ±100 for the full control effect
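TRiC at 40 or 20 nM final (batch-dependent) in 30 mM Tris pH 7.4, 100 mM KCl, 5 mM MgCl2, 1 mM DTT, with compound at single 76 uM and 10 uM ATP, 30 min at 37 deg C. ADP detected by HTRF Transcreener, 665/615 ratio.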
EPAC2 antagonist – antagonists of human EPAC2; Q8WZA2; EPAC2 GEF exchange of Rap1B-BODIPY-GDP, fluorescence; Potency, µM (series often up to 114 µM), for the others: at the top dose activity, negative = inhibition, hits mostly inhibitors; hit rate 0.18% among 360,000; also: potency is read from the fitted curve at half-maximal effect; % is scaled to controls: 0 for no effect and ±100 for the full control effect; nearly all actives have a fitted effect of over 45% in size; many of its hits are not listed in these tables
PI5P4Ka inh – PI5P4K alpha (human) kinase inhibition; AID 652105; P48426; hit rate 1.2% among 330,000; PI5P4Kalpha enzyme, ADP-Glo luminescence, 60 min; hits give low values; max response, %; active = max response of -50% or lower; inconclusive = between -30% and -50%; inactive = -30% or higher; also: value at the top dose of about 77 µM; % is scaled to controls: 0 for no effect and ±100 for the full control effect
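Luminescence from ADP-Glo served as readout of PI5P4Kalpha activity in a qHTS format. Reaction: enzyme, substrate, compound, ATP at 5 microM final, 60 min at RT.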
EPAC1 antag – antagonists of human EPAC1. Potency, µM (doses to about 115 µM), for the others: at the highest dose activity change, negative = inhibition, usual class: inhibitors. O95398. hit rate 0.14% among 360,000. EPAC1 GEF assay, Rap1b-BODIPY-GDP exchange fluorescence;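 also: potency is read from the fitted curve at half-maximal effect; plate controls were vehicle for no effect and positive control for full effect; nearly all actives have a fitted effect of over 50% in size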
The depositor's hits bear a star; ? = inconclusive; nt = not tested or not shown; [ ] = remark or other dose. Unless noted, calls follow the shape of the dose curve; as a rule, active = well fitted curve in the direction sought with a large enough effect; inconclusive = small, poorly fitted or top-dose-only effect, or another doubt; inactive = no such curve, though single readings can be large; an effect the other way counts as inactive or inconclusive. An excerpt (hit frequency here may not be typical).

Values run as follows: PLK1 PBD block, EPAC2 antagonist, Mm-Cpn inhibitor, WRN helicase inh, EPAC1 agonist, EPAC1 antag, PI5P4Ka inh, CCT chaperon mod
> O=C(NNC(=O)c1ccc2ccccc2c1O)Nc1ccc(F)cc1
  -5%, -1%, 0%, 1%, -1%, 1%, 1, 0.3
> COc1ccc(NC(=O)N2Cc3ccccc3CC2C(=O)NC(C)(C)C)cc1 (stereo not drawn)
  -3%, -5%, 0%, -1%, -9%, 1%, 1, -0.6
> COc1cc(C(=O)Nc2cccc(-c3nc4cc(C)cc(C)c4o3)c2)cc(OC)c1OC
  2%, -1%, -2%, -3%, -3%, 5%, nt, -0.2
> CSCCC(NS(=O)(=O)c1ccc(C)cc1)C(=O)Nc1ccc(C)cn1 (stereo not drawn)
  -13%, -12%, -1%, -16%, -51%, -9%, 4, 3.2
> CCOC(=O)CNC(=O)N1CCCC(C(=O)c2ccc3c(c2)OCO3)C1 (stereo not drawn)
  -8%, -1%[57.1 µM], -3%, 8%, -1%, 4%, -6, -13
> O=C1CCCN1CCC(=O)N1CCCC(N2CCN(c3ccccc3F)CC2)C1 (stereo not drawn)
  5%, 14%, 1%, 11%, -7%, 10%, 1, 0.3
> COCCCNCCOc1cc(C(C)C)ccc1C
  -5%, 0%, -1%, 12%, 2%, -21%, 0, -0.9
> CC(CNC(=O)c1cc(Cl)ccc1[N+](=O)[O-])NC(=O)c1cc(Cl)ccc1[N+](=O)[O-] (stereo not drawn)
  -4%, 1%, -1%, 1%, 0%, 0%, 2, 1.1
> O=C(COC(=O)/C=C/c1cccc(F)c1)Nc1cccc(S(=O)(=O)NC2=NCCCCC2)c1
  -6%, -3%, 1%, -2%, -1%, -29%, 1, -0.1
> CC(Sc1ccccc1)C(=O)N/N=C/c1cccnc1 (stereo not drawn)
  -6%, -2%, 1%, -4%, 9%, -3%, 7, -2.4
> Cc1cc(NS(=O)(=O)c2ccc(NC(=O)C(C)Oc3cccc(C)c3C)cc2)nc(C)n1 (stereo not drawn)
  -4%, -3%, -2%, -13%, 3%, -21%, 0, 1.4
> Cc1ccc(-n2nc(C(=O)O)cc2-c2ccccc2)cc1
  0%, 5%, -2%, -8%, 2%, 7%, nt, 0.0
> CC(NC(=O)CCNC(=O)c1ccc(C(C)(C)C)cc1)c1ccccc1 (stereo not drawn)
  4%, 4%, 2%, 4%, -6%, 2%, -3, -0.1
> O=C(Nc1nonc1-c1ccc(Cl)cc1)c1ccccc1
  -12%, -9%, 1%, -7%, 3%, 5%, 1, -1.6
> CCOC(=O)c1csc(NC(=O)CSc2nnnn2-c2ccc(OC)cc2)n1
  4%, 1%, ?, -4%[57.1 µM], 1%, 9%, nt, 0.5
> COc1ccc(Cc2nnc(NC(=O)c3ccccc3)s2)cc1OC
  -9%, -2%, -4%, 1%, 1%, -7%, -1, -4.1
> NS(=O)(=O)c1cc(C(=O)N2CCc3ccccc32)c(Cl)cc1Cl
  -5%, -7%, 1%, 7%, -9%, 6%, 0, 1.1
> N#C/C(=C/c1ccc(N2CCCCC2)o1)C(=O)Nc1ccc2ccccc2c1
  2%, 19%, -3%, ?, 24%, 48%[activator], -3, -0.3
> CN(C)CCCNC(=S)Nc1ccc(Oc2ccccc2)cc1
  -1%, 10%, 2%, 12%, -8%, 10%, -5, 1.8
> O=C(CCNC(=O)Cn1ccc2ccccc2c1=O)NCc1ccccn1
  -5%, 13%, 2%, -1%, 18%, ?, 2, -0.2

Part of the list above, reduced to EPAC1 agonist and WRN helicase inh.
| smiles | EPAC1 agonist | WRN helicase inh |
| --- | --- | --- |
| CC(Sc1ccccc1)C(=O)N/N=C/c1cccnc1 (stereo not drawn) | 9% | -4% |
| Cc1cc(NS(=O)(=O)c2ccc(NC(=O)C(C)Oc3cccc(C)c3C)cc2)nc(C)n1 (stereo not drawn) | 3% | -13% |
| Cc1ccc(-n2nc(C(=O)O)cc2-c2ccccc2)cc1 | 2% | -8% |
| CC(NC(=O)CCNC(=O)c1ccc(C(C)(C)C)cc1)c1ccccc1 (stereo not drawn) | -6% | 4% |

(continued)
Values run as follows: PLK1 PBD block, EPAC2 antagonist, Mm-Cpn inhibitor, WRN helicase inh, EPAC1 agonist, EPAC1 antag, PI5P4Ka inh, CCT chaperon mod
> COc1cc(CCN2C(=O)c3cccc4cccc(c34)C2=O)c(S(=O)(=O)N2CCC(C)CC2)cc1OC
  -7%, 0%, -1%, -30%[57.1 µM], 9%, 8%, 3, -2.8
> NC(=O)c1ccc(NC(=O)Cn2c(=O)n(-c3ccccc3)c(=O)c3oc4ccccc4c32)cc1
  1%, 3%, -1%, 1%, -10%, -16%, 1, 2.1
> O=C1CCC(=O)N1OCCCOc1ccc(Br)cc1Cl
  0%, 12%, 2%, -2%, -3%, -9%, 9, -4.5
> O=C(Cn1nc(C(=O)O)c2ccccc2c1=O)Nc1ccc(Cl)c(S(=O)(=O)N2CCOCC2)c1
  -9%, -4%, -6%, -30%, 11%, -13%, -12, -2.5
> CCCC(=O)NC(c1ccc(N(C)C)cc1)c1ccc2cccnc2c1O (stereo not drawn)
  27µM*, -19%, -2%, 12%, -4%, -5%, -22, -0.6
> CC(C)(C)OC(=O)N[C@@H](Cc1ccccc1)c1nnc(SCC(=O)O)o1
  1%, -2%, 0%, 1%, 6%, 3%, nt, -0.5
> Cc1cc(/C=C2\C(=N)N3N=C(C(C)C)SC3=NC2=O)c(C)n1Cc1ccccc1
  -4%, 5%, -6%, 2%, 3%, 5%, 1, -0.8
> CCOc1cc(C(=O)N/N=C\c2cn(CC)nc2C)cc(OCC)c1OCC
  -3%, 8%, -2%, 5%, -11%, -10%, 7, 1.1
> O=C(CCCc1nc(-c2ccccc2)no1)N1CCOCC1
  -2%, 3%, 1%, 4%, 6%, 1%, -6, -1.1
> CCN(CC)C(=O)c1cccc2c1C(=O)c1ccccc1-2
  -2%, 5%, 0%, -4%, -3%, -1%, 0, 1.0
> Cc1cc(C)c(S(=O)(=O)N2CCC(C(N)=O)CC2)cc1C
  0%, 10%, 0%, -7%, -7%, 10%, nt, 2.9
> O=C(NC1CCCC1)c1cnn2c(C(F)(F)F)cc(-c3ccc4c(c3)OCO4)nc12
  3%, -1%, 0%, -18%, 6%, -5%, nt, -0.7
> CS(=O)(=O)N1CCC(C(=O)Nc2ccc(F)cc2)CC1
  -2%, 9%, -3%, 5%, 16%, 10%, 0, 0.6
> COCCN(C(=S)Nc1cccc(OC)c1)C1CCN(C(C)=O)CC1
  -13%, 5%, 5%, -29%, -5%, -1%, 10, 0.1
> CN(CC(=O)N1CCc2ccccc21)S(=O)(=O)c1ccc(Cl)cc1
  0%, 10%, 3%, -10%, 5%, -11%, nt, 0.0
> CCC(=O)OCC(=O)Nc1cc([N+](=O)[O-])ccc1Cl
  -9%, 1%, 0%, 5%, 8%, -5%, -3, -4.4
> CCOC(=O)N1CCN(C(=O)Cn2ncc3ccccc32)CC1
  30µM*, -7%, 2%, -20%[57.1 µM], -4%, -2%, -20, -1.5
> COc1ccc(NC(=O)CSc2nc(N)cc(N)n2)cc1S(=O)(=O)N1CCCCC1
  ?, 24%, 1%, -1%, 1%, 15%, -1, 2.6
> CC(=O)OCCNC(=O)c1cccnc1
  -1%, -3%, 0%, -6%, 6%, -6%, nt, -1.4
> COc1ccc(CC(=O)Oc2ccc(C)cc2Br)cc1S(=O)(=O)N1CCOCC1
  -1%, -1%, -2%, -17%, 2%, -10%, 6, -0.9

Record cards, as listed above.
`CCOc1cc(C(=O)N/N=C\c2cn(CC)nc2C)cc(OCC)c1OCC` is listed as PLK1 PBD block: -3%; EPAC2 antagonist: 8%; Mm-Cpn inhibitor: -2%; WRN helicase inh: 5%; EPAC1 agonist: -11%; EPAC1 antag: -10%; PI5P4Ka inh: 7; CCT chaperon mod: 1.1
`COc1ccc(CC(=O)Oc2ccc(C)cc2Br)cc1S(=O)(=O)N1CCOCC1` is listed as PLK1 PBD block: -1%; EPAC2 antagonist: -1%; Mm-Cpn inhibitor: -2%; WRN helicase inh: -17%; EPAC1 agonist: 2%; EPAC1 antag: -10%; PI5P4Ka inh: 6; CCT chaperon mod: -0.9
`O=C(Cn1nc(C(=O)O)c2ccccc2c1=O)Nc1ccc(Cl)c(S(=O)(=O)N2CCOCC2)c1` is listed as PLK1 PBD block: -9%; EPAC2 antagonist: -4%; Mm-Cpn inhibitor: -6%; WRN helicase inh: -30%; EPAC1 agonist: 11%; EPAC1 antag: -13%; PI5P4Ka inh: -12; CCT chaperon mod: -2.5

More compounds:
Values run as follows: PLK1 PBD block, EPAC2 antagonist, Mm-Cpn inhibitor, WRN helicase inh, EPAC1 agonist, EPAC1 antag, PI5P4Ka inh, CCT chaperon mod
> O=C(NNS(=O)(=O)c1ccc([N+](=O)[O-])cc1)c1ccc2ccccc2c1O
  -20%, -3%, -2%, 2%, -10%, 1%, -7, -1.1
> O=C(C[C@H]1CC[C@H]2[C@@H](COC[C@H](O)CN2Cc2ccccc2)O1)NCCCN1CCOCC1
  5%, -8%, nt, -8%, 7%, -13%, 1, nt
> COc1cccc(C(c2nnnn2CS(=O)(=O)c2ccc(C)cc2)N2CCN(C)CC2)c1OC (stereo not drawn)
  3%, 14%, 0%, 5%, 2%, -11%, 2, 0.2
> Cc1cc(C(=O)Nc2sc(C)c(-c3ccc(F)cc3)c2C(N)=O)no1
  -12%, 12%, -6%, 2%, -5%, -4%, 5, -3.3
> Cc1ccccc1N(C(=O)Cn1nnc(-c2ccc(F)cc2)n1)C(C(=O)NC(C)(C)C)c1ccncc1 (stereo not drawn)
  -10%, 5%, 0%, 8%, -21%, -16%, 9, -1.4
> C/C(CC(=O)Nc1cc(Cl)ccc1Cl)=N\NC(=O)c1ccco1
  -7%, 10%, -1%, 1%, 0%, 12%, -5, -5.2
> CCCNC(=O)C1(C)CCN1C(=O)C/C=C/c1ccccc1 (stereo not drawn)
  -7%, 4%, nt, -11%[57.1 µM], -7%, 3%, 3, -2.5
> Cc1ccccc1Nc1nnc(C)c(=O)[nH]1
  2%, 9%, -1%, 9%, -8%, 7%, -3, -0.7
> CCCS(=O)(=O)c1c(S(=O)(=O)CCC)c2c(C)cccn2c1C(=O)OC
  ?, -7%, 0%, 1%, 9%, -3%, nt, 2.4

High-throughput results (PubChem)
